# Screening results as filed in PubChem.
# TDP1 block – TDP1 (human) enzyme inhibition | recombinant TDP1, AlphaScreen DNA substrate cleavage | Q9NUW8 | Potency, µM (series often up to 130 µM), for inactives: at the highest dose activity change, negative = inhibition, hits mostly inhibitors | AID 485290 | hit rate 0.28% among 350,000; also: nearly all actives have a fitted effect of over 40% in size
# Target sequence (Q9NUW8 whole entry, looked up): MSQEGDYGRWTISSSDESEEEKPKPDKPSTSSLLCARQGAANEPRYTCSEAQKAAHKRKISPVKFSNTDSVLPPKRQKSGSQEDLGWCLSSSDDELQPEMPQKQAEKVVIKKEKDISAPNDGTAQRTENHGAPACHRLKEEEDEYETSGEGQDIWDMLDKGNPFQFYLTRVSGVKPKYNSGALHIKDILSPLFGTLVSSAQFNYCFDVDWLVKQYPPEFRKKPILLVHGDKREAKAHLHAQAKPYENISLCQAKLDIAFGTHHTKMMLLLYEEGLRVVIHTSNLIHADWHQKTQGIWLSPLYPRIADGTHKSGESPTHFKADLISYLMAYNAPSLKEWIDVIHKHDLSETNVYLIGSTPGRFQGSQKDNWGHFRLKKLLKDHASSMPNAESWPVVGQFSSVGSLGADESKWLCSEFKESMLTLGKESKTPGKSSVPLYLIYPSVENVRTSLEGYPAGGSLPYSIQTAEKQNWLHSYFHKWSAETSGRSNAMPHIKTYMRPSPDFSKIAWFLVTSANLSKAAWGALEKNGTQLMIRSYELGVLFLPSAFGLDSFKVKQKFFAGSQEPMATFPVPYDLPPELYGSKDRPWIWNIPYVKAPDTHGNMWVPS
#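 Tdp1 1 nM final; 15 min RT w/ cpd; substrate 15 nM, 5 min; beads 10 ug/ml, 10 min; AlphaScreen read. Neg ctrl: no enzyme.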
# DT40 TDP1 no CPT – qHTS for Inhibitors of human tyrosyl-DNA phosphodiesterase 1 (TDP1): qHTS in cells in absence of CPT; DT40 Tdp1-/- hTDP1 cells, no CPT, ATP luminescence, 48 h; Potency, µM (titrated, usually from 46.2 µM), for inactives: at the highest dose activity change, negative = growth inhibition, hits mostly inhibitors; hit rate 15% among 420,000; AID 686978, 2013; also: nearly all actives have a fitted effect of over 55% in size
#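 DT40 Tdp1-/-;hTDP1 cells, no CPT (DMSO vehicle only), 400 cells/well; compounds pin-transferred; ≥48 hr, 37 °C; CellTiter-Glo 30 min RT dark, luminescence read.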
# DT40 TDP1 CPT – growth inhibition of DT40 Tdp1-/-;hTDP1 cells with camptothecin (screen for TDP1 inhibitors); chicken DT40 Tdp1-/-;hTDP1 cells + 20 nM CPT, ATP luminescence, 48 h; Potency, µM (series often up to 46.2 µM), for inactives: at the top dose activity change, negative = growth inhibition, most hits filed as inhibitors; hit rate 12% among 420,000; AID 686979; also: nearly all actives have a fitted effect of over 55% in size
#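 Chicken DT40 Tdp1-/- cells complemented with human TDP1, 400 cells/well, exposed to compounds plus 20 nM camptothecin for at least 48 h at 37 C; viability read as ATP content by CellTiter-Glo luminescence.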
# Active calls of the source: *; u = inconclusive; x = not tested or not shown; [ ] = remark or other dose. Calls follow the shape of the dose curve; as a rule, active = well fitted curve in the direction sought with a large enough effect; inconclusive = small, poorly fitted or top-dose-only effect, or another doubt; inactive = no such curve, though single readings can be large; an effect the other way counts as inactive or inconclusive. % is scaled to controls: 0 for no effect and ±100 for the full control effect; potency is read from the fitted curve at half-maximal effect.
1) Cc1ccc(CN2C(=NC(=O)CCC(=O)O)SC3CS(=O)(=O)CC32)cc1 (centres undefined)
2) O=C(/C=C/c1cccc([N+](=O)[O-])c1)Nc1ccccc1N1CCOCC1
3) CCc1ccc2c(c1)C1(NN=C(c3ccc(C)cc3)S1)C(=O)N2 (centres undefined)
4) O=S(=O)(NC1CC1)c1ccc(S(=O)(=O)N2CCN3CCCC3C2)cc1 (centres undefined)
5) COc1ccc(NC(=O)NCc2cccnc2)cc1OC
6) COc1ccc(N2CCN(c3ccc(NC(=O)/C=C\C(=O)O)cc3)CC2)cc1
7) COc1ccc(OC)c(-c2ccnc(-n3ncc(C(=O)N(C)CCc4ccccn4)c3C)n2)c1
8) CC(=O)c1ccc(OCC(=O)Nc2ccc3c(c2)OCO3)cc1
Screen / compound no.,1,2,3,4,5,6,7,8
DT40 TDP1 no CPT,3%,u,8.2µM*,-6%,-3%,-23%,-13%,u
TDP1 block,x,7%,10%,2%,5%,x,x,x
DT40 TDP1 CPT,1%,u,16µM*,-1%,6%,17%,-10%[9.04 µM],-10%

9) CCC(Oc1ccccc1)C(=O)O/N=C(\N)c1ccc(OC)c(OC)c1 (centres undefined)
10) Cc1nc2c(=O)[nH]c(=S)n(C)c2nc1C
11) C[C@H]1CN([C@@H](C)CO)C(=O)c2cccc(NC(=O)C3CC3)c2O[C@H]1CN(C)C(=O)Nc1ccc2c(c1)OCO2
12) C=CCn1c(C(C)NC(=O)CC)nc2ccccc21 (centres undefined)
13) OCC1OC(c2ccccc2)OC2COC(c3ccccc3)OC12 (centres undefined)
14) CC(C)C[C@@H](CNCC(=O)[C@H](Cc1c[nH]c2ccccc12)NC(=O)c1[nH]cnc1C(=O)N[C@@H](C)CN)NC(=O)c1nc[nH]c1C(=O)N[C@@H](CC(=O)O)C(=O)O
15) Cc1cccc(NS(=O)(=O)c2ccc(C(=O)NCC3(N4CCCCC4)CCCCC3)cc2)c1C
16) Clc1ccc(-c2nnc(-c3ccccc3Cl)o2)cc1
Screen / compound no.,9,10,11,12,13,14,15,16
DT40 TDP1 no CPT,-26%,u,-16%,u,-19%,0%,15µM*,-10%
TDP1 block,0%,-4%,0%,1%,x,x,x,-7%
DT40 TDP1 CPT,u,u,-4%,-28%,-2%,u,21µM*,-16%

17) COc1cc(NC(=O)c2cc3cc4cc(OC)ccc4nc3o2)cc(OC)c1
18) O=C(c1ccccc1Cl)N1CCN(S(=O)(=O)N2CCCCC2)CC1
19) COc1cnc(-c2ccccn2)nc1Sc1ccc(Cl)cc1
20) O=C(Nc1cnn(Cc2ccc(Cl)cc2)c1)c1cnccn1
21) Cc1ccc2c(c1)c1nc3ccccc3nc1n2C
22) CC(C)CNC(=O)C1=CC(c2ccc3c(c2)OCO3)=NS(=O)(=O)N1C
23) COc1ccc(NC(=O)c2cc3ccccc3o2)cc1S(=O)(=O)N1CCCCC1
24) Cc1nnc(SCc2cc(=O)n3[nH]cnc3n2)s1
Screen / compound no.,17,18,19,20,21,22,23,24
DT40 TDP1 no CPT,u,-15%,1.5µM*,-9%,u,-16%,u,3%
TDP1 block,2%,13%,-2%,1%,x,0%,1%,0%
DT40 TDP1 CPT,-25%,2%,1.3µM*,-26%,u,-28%,u,-4%

25) CCCCC(CC)C(=O)Nc1cc(C(=O)NCc2ccc(C)cc2)ccc1N1CCC2(CC1)CC(c1ccccc1)=NO2 (centres undefined)
26) CC(=O)NCCc1nc2ccccc2n1CCOc1cccc(C)c1
27) Cc1ccccc1-c1nc(CS(=O)(=O)CC(=O)N2CCOCC2)c(C)o1
28) C[C@H]1CN([C@@H](C)CO)C(=O)CCCn2nncc2CO[C@@H]1CN(C)Cc1ccncc1
29) Cc1ccsc1CN(C(=O)COc1ccc(Br)cc1)C1CCS(=O)(=O)C1 (centres undefined)
30) CC(=O)c1ccc(OCCCC(=O)N2CCN(S(=O)(=O)c3cc(C)ccc3C)CC2)cc1
31) COc1ccc2[nH]c3c(c2c1)CCN1C(=O)C(CC(=O)NCCN2CCOCC2)C[C@H](C(=O)N2CCOCC2)[C@@]31C (some centres undefined)
32) COc1cccc(Oc2nc(-c3ccccc3O)nc3ccccc23)c1
Screen / compound no.,25,26,27,28,29,30,31,32
DT40 TDP1 no CPT,-1%,u,0%,-3%,u,u,-5%,-1%
TDP1 block,x,3%,-7%,x,7%,0%[0.505 µM],1%[56.1 µM],x
DT40 TDP1 CPT,-18%,u,-1%,-25%,u,u,11%,-7%

33) COc1ccc(-c2cc(C(=O)N3CCN(S(=O)(=O)c4ccc(C)cc4)CC3)[nH]n2)cc1
34) COc1cccc(N(CC(=O)NC2CCCC2)C(=O)Cn2nnc(-c3ccc(C)cc3)n2)c1
35) O=C(O)c1cc([N+](=O)[O-])cc([N+](=O)[O-])c1N1CCN(c2cccc(C(F)(F)F)c2)CC1
36) Cc1ccc2onc(CNC(=O)Nc3cc(F)ccc3F)c2c1
37) Nc1n[nH]c(N)c1N=Nc1ccccc1F
38) O=C(NC1CCCCC1)c1ccc(CSc2nc3ccncc3n2Cc2cccc(F)c2)cc1
39) Cn1c(C(=O)NN)cc2cc(Oc3ccccc3)ccc21
40) O=C(Nc1ccc(-n2cc(Cl)cn2)cc1)c1ccncc1
Screen / compound no.,33,34,35,36,37,38,39,40
DT40 TDP1 no CPT,u,-26%,-2%,u,-1%,18µM*,-9%,-11%
TDP1 block,x,3%,x,x,x,4%,5%,4%
DT40 TDP1 CPT,u,u,9%,u,8%,u,-17%,-7%

# A section from the list above, for reference:
23) COc1ccc(NC(=O)c2cc3ccccc3o2)cc1S(=O)(=O)N1CCCCC1
24) Cc1nnc(SCc2cc(=O)n3[nH]cnc3n2)s1
25) CCCCC(CC)C(=O)Nc1cc(C(=O)NCc2ccc(C)cc2)ccc1N1CCC2(CC1)CC(c1ccccc1)=NO2 (centres undefined)
26) CC(=O)NCCc1nc2ccccc2n1CCOc1cccc(C)c1
27) Cc1ccccc1-c1nc(CS(=O)(=O)CC(=O)N2CCOCC2)c(C)o1
28) C[C@H]1CN([C@@H](C)CO)C(=O)CCCn2nncc2CO[C@@H]1CN(C)Cc1ccncc1
29) Cc1ccsc1CN(C(=O)COc1ccc(Br)cc1)C1CCS(=O)(=O)C1 (centres undefined)
30) CC(=O)c1ccc(OCCCC(=O)N2CCN(S(=O)(=O)c3cc(C)ccc3C)CC2)cc1
31) COc1ccc2[nH]c3c(c2c1)CCN1C(=O)C(CC(=O)NCCN2CCOCC2)C[C@H](C(=O)N2CCOCC2)[C@@]31C (some centres undefined)
32) COc1cccc(Oc2nc(-c3ccccc3O)nc3ccccc23)c1
Screen / compound no.,23,24,25,26,27,28,29,30,31,32
DT40 TDP1 no CPT,u,3%,-1%,u,0%,-3%,u,u,-5%,-1%
TDP1 block,1%,0%,x,3%,-7%,x,7%,0%[0.505 µM],1%[56.1 µM],x
DT40 TDP1 CPT,u,-4%,-18%,u,-1%,-25%,u,u,11%,-7%

33) COc1ccc(-c2cc(C(=O)N3CCN(S(=O)(=O)c4ccc(C)cc4)CC3)[nH]n2)cc1
34) COc1cccc(N(CC(=O)NC2CCCC2)C(=O)Cn2nnc(-c3ccc(C)cc3)n2)c1
35) O=C(O)c1cc([N+](=O)[O-])cc([N+](=O)[O-])c1N1CCN(c2cccc(C(F)(F)F)c2)CC1
36) Cc1ccc2onc(CNC(=O)Nc3cc(F)ccc3F)c2c1
37) Nc1n[nH]c(N)c1N=Nc1ccccc1F
Screen / compound no.,33,34,35,36,37
DT40 TDP1 no CPT,u,-26%,-2%,u,-1%
TDP1 block,x,3%,x,x,x
DT40 TDP1 CPT,u,u,9%,u,8%

# More records follow:
41) Cc1cc(C)c2nc(SCC(=O)N3CC(=O)Nc4ccccc43)c(C#N)cc2c1
42) Cc1ccc(C)c2sc(NC(=O)c3ccc(N4CCCCC4)c([N+](=O)[O-])c3)nc12
43) Cc1cccc(C(C)C)c1NC(=O)COC(=O)c1cccc(S(=O)(=O)N2CCc3ccccc3C2)c1
44) COc1ccccc1CNC(=O)C(C)n1cccc1C(=O)c1ccccc1 (centres undefined)
45) Cc1ccc(Nc2nc3c(S(=O)(=O)c4ccccc4)nnn3c3ccsc23)c(C)c1
46) COc1ccc(C)cc1N(CC(=O)N1CCCCCC1)S(=O)(=O)c1ccccc1
47) COc1ccc(CC(=O)Nc2ccc(C(=O)NCC(C)C)cc2)cc1
48) COc1ccc(/C=C\c2nc(=O)c3ccccc3o2)cc1
49) O=C(Nc1ccc([N+](=O)[O-])cc1)N1CCCCCC1
50) O=C(Cn1cc(S(=O)(=O)Cc2ccccc2)c2ccccc21)N1CCOCC1
Screen / compound no.,41,42,43,44,45,46,47,48,49,50
DT40 TDP1 no CPT,1.3µM*,23µM*,-26%,-4%,u,u,-1%,7.3µM*,8%,-11%
TDP1 block,-2%,2%,-9%,5%,3%,x,0%,3%,3%,0%
DT40 TDP1 CPT,1.3µM*,u,u,-26%,u,u,-7%,u,-26%,10%

# 3 compounds out of the list, ordered by number of heavy atoms, highest first.
32) COc1cccc(Oc2nc(-c3ccccc3O)nc3ccccc23)c1
26) CC(=O)NCCc1nc2ccccc2n1CCOc1cccc(C)c1
39) Cn1c(C(=O)NN)cc2cc(Oc3ccccc3)ccc21
Screen / compound no.,32,26,39
DT40 TDP1 no CPT,-1%,u,-9%
TDP1 block,x,3%,5%
DT40 TDP1 CPT,-7%,u,-17%
